High-throughput results (PubChem)
mcGAS RapidFire – inhibitors of mouse cGAS; recombinant mouse cGAS, cGAMP by RapidFire MS; inhibition, % at 12.5 µM; 0.18% of 130,000 active;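 active means inhibition of cGAS enzyme activity at or above 60%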;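 further: enzyme stimulated by 45 bp dsDNA with ATP and GTP substrates; cGAMP share of summed cGAMP plus half ATP and half GTP signals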
Target sequence (Q8C6L5 whole entry, looked up): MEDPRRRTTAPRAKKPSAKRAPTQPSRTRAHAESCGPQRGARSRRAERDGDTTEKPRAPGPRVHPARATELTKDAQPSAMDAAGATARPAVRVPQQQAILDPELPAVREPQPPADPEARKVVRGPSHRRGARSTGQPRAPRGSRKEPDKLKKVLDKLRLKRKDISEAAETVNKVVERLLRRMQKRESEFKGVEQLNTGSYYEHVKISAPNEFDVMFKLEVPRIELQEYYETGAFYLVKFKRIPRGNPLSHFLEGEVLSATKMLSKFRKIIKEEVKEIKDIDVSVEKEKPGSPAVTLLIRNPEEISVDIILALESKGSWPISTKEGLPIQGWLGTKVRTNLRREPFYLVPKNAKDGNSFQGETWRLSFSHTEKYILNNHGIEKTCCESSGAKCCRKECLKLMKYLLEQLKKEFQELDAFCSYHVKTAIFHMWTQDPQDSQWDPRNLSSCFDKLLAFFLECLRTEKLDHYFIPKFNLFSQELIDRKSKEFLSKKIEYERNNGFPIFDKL
* hit, by the source's call; & = joins results of further samples. An excerpt; rates above refer to the full screens.

SMILES	mcGAS RapidFire
COc1cc(OC)c(OC)cc1CN1CCN(Cc2cc(OC)c(OC)cc2Br)CC1	-8
CCc1ccc(C2CC(c3ccc(F)cc3)=Nc3nnnn32)cc1 (centres undefined)	4
COCc1nc(NCCN2CCC(c3ccccc3)C2)c2cnn(C)c2n1 (centres undefined)	-16
Nc1ncnc2sc3c(c12)CCN(C(=O)c1ccncc1)C3	-5
CC(=NCCCN1CCOCC1)c1c(C)[nH]n(-c2nc3ccccc3s2)c1=O	-16
Cc1ccc2c(c1)C1(NCCS1)C(=O)N2Cc1cccc(C#N)c1 (centres undefined)	-10
Cc1cc(C)c2c(N)[nH]nc2n1	-4&-3
COc1cc2c(cc1CN1CCN(c3cc(C(N)=O)ccn3)CC1)CCC2	-4
CC(C)[C@H](CO)NC(=O)c1cc2ccc1CCc1ccc(cc1)CC2	-4
COc1cc(F)ccc1N1CCN(Cc2nc(C)c(C)o2)CC1	-50
Cc1cccc(C)c1NC(=O)C(NC(=O)CN1C(=O)c2ccccc2C1=O)c1ccc(Cl)cc1 (centres undefined)	-2
CN1CCN(N=Cc2ccc(C#N)cc2)CC1	-17
Cc1ccc(-n2c(SCC(=O)NCCc3ccccc3)nc3c(c2=O)SCC3)cc1	-5
Cc1cccc(C(CNC(=O)C(N)=O)N(C)C)c1 (centres undefined)	-9
Cc1cc(C)cc(C(O)c2ncc(-c3ccc4ccccc4c3)[nH]2)c1 (centres undefined)	-8

By substructure, those above with nitrogen in an aromatic ring.
SMILES	mcGAS RapidFire
CCc1ccc(C2CC(c3ccc(F)cc3)=Nc3nnnn32)cc1 (centres undefined)	4
COCc1nc(NCCN2CCC(c3ccccc3)C2)c2cnn(C)c2n1 (centres undefined)	-16
Nc1ncnc2sc3c(c12)CCN(C(=O)c1ccncc1)C3	-5
CC(=NCCCN1CCOCC1)c1c(C)[nH]n(-c2nc3ccccc3s2)c1=O	-16
Cc1cc(C)c2c(N)[nH]nc2n1	-4&-3
COc1cc2c(cc1CN1CCN(c3cc(C(N)=O)ccn3)CC1)CCC2	-4
COc1cc(F)ccc1N1CCN(Cc2nc(C)c(C)o2)CC1	-50
Cc1ccc(-n2c(SCC(=O)NCCc3ccccc3)nc3c(c2=O)SCC3)cc1	-5
Cc1cc(C)cc(C(O)c2ncc(-c3ccc4ccccc4c3)[nH]2)c1 (centres undefined)	-8

The results go on.
SMILES	mcGAS RapidFire
Cc1ccc(C2CCCN2C(=O)CN(C)S(=O)(=O)c2ccc(C#N)cc2)cc1 (centres undefined)	-3
CN(CC1(CO)CCCC1)C(=O)Cc1ccncc1	17
O=c1ccc(-c2ccc(F)cc2)nn1CCCNS(=O)(=O)c1ccc(Cl)s1	6
O=C(NC(c1ccc2c(c1)OCCO2)C1CC1)c1ccc(=O)[nH]c1 (centres undefined)	-10
COc1cccc(NC(=O)C2(C)CCN2Cc2cccc(OC)c2F)c1 (centres undefined)	-4
CCn1ncc(CN2CCC(N3CCC(C(=O)NCc4cccnc4)CC3)CC2)c1C	-6
Clc1cc(Br)ccc1OCCCCNCCN1CCOCC1	-2
C=CCn1c(N)cc(=O)nc1SCC(=O)NC(CSCc1ccccc1)C(=O)OC (centres undefined)	0
CN(CC(=O)NC(N)=O)CC1CCCCC1	-6
COC(=O)CSc1nnnn1-c1cc(C)ccc1OC	-8
Cn1nnc2c(N3CCN(c4ccccc4)CC3)ncnc21	-11
COc1cc(O)c2c(=O)c(O)c(-c3ccc(O)c(O)c3)oc2c1	-5
COc1ccccc1OCc1cc(C(=O)NCc2ccc(N3CCCC3=O)cc2)no1	-18&-5
CC(=O)Nc1ccc(NS(=O)(=O)c2c(C)cc(C)c(N(C)S(C)(=O)=O)c2C)cc1	-13
CCCCC(CC)CCC(CC(C)C)OS(=O)(=O)O (centres undefined)	4
CC(C)c1ccc(NC2CCCN(C(=O)c3n[nH]c4c3CCC4)C2)cc1 (centres undefined)	-7
CC1CN(C(=O)c2ccc(-c3nnc(-c4ccccc4)o3)cc2)CC(C)O1 (centres undefined)	1
Cc1nc(N2CC[C@@H](N3CCOCC3)[C@H](O)C2)cc(-n2cccn2)n1	-33
N=C(N)N1CCN(S(=O)(=O)c2ccc(Cl)cc2)CC1	-56
Cc1noc(C)c1S(=O)(=O)N[C@@H](C)C(=O)N(C)Cc1cnn(C)c1	-3
O=C(Nc1cc(C(F)(F)F)c[nH]c1=O)C1(c2cccc(F)c2)CCOCC1	-6
O=C(NC1CCc2ccccc21)C1=COC2=NC(=O)N(Cc3cccc(Cl)c3)CCN12 (centres undefined)	-6
O=C(/C=C/c1nc2ccccc2o1)N1CCC(N2CCCCC2)CC1	5
COc1cc([C@@H]2SC(C)(C)[C@H](C(=O)O)N2C(C)=O)cc(OC)c1OC	-5
COc1cc2nc[nH]c(=O)c2cc1OC	-3
CCn1nnc2c(N3CCCC3)ncnc21	-10
Cc1cccc(CSc2ncc(CO)n2CC(N)=O)c1	-9
COc1ccc(C(C)=O)cc1CN1CCCc2cc(F)cc(F)c21	1
CC(C)(C)C(=O)Nc1c2c(nn1C(C)(C)C)CSC2	-2
Cc1occc1C(=O)Nc1ccc(C(=O)N(Cc2ccncc2)C2CC2)cc1	-15
COC(=O)[C@@H]1C[C@@H](NC(=O)CCn2nnc3ccccc32)CN1C	9
O=C(COc1ccc2c(c1)OCO2)Nc1cccc(C(F)(F)F)c1	-16
Fc1ccc(C2CNCC(c3ccccc3)O2)cc1 (centres undefined)	-3&8
CC(C)(O)C#Cc1ccc([C@@H]2C[C@H]3CN(Cc4cccc(Cl)c4)C(=O)[C@]34CCCN24)cc1	-1
Cc1nnc(-c2ccccc2/C=C/c2ccccc2)o1	-21
CC(NC(=O)NCCN(C)C(=O)OC(C)(C)C)c1cccnc1 (centres undefined)	-8
Cc1ccc(C2CSCCN2C(=O)Nc2ccccc2)cc1 (centres undefined)	-17
Fc1ccc(-c2ccc(SCCN3CCCCC3)nn2)cc1	-6
CC(=O)c1cc(Cl)cc(-c2ccc(C(C)N3CCOCC3)cc2)c1O (centres undefined)	-13
c1ccc(OCCn2c(C3CCCO3)nc3ccccc32)cc1 (centres undefined)	-11
Cc1nc(Cl)sc1C(=O)N1CCN(C(C#N)C(C)C)CC1 (centres undefined)	-4
CC1CCc2nc(NS(=O)(=O)c3cccnc3)sc2C1 (centres undefined)	-4
CN(C(=O)Nc1ccc(F)c(C(N)=O)c1)C1CCc2ccccc2C1 (centres undefined)	-4
CCn1c(C2CCN(C(=O)c3ccc(-c4ncc[nH]4)s3)CC2)n[nH]c1=O	5
CC(C)=C1C2C=CC1C1C(=O)N(c3ccc(C)cc3[N+](=O)[O-])C(=O)C21 (centres undefined)	1
O=C(COC(=O)c1ccc(COc2ccccc2)o1)NCC(F)(F)F	-7
Cc1ccccc1C(=O)N1CCC(C(=O)NN2C(=O)NC3(CCCCC3)C2=O)CC1	4
O=S1(=O)CCC(CNC2CCC3(CCNCC3)CC2)C1 (centres undefined)	-28
CCOC(=O)C1(C)CCN1C(=O)c1csnn1 (centres undefined)	0
O=C(C1CCCO1)N1CCC(NCCN2CCc3ccccc32)CC1 (centres undefined)	-3
CC(C)(C)c1nc2cc(NC3CCCCNC3=O)ccc2o1 (centres undefined)	-5&-1
O=C1c2ccccc2C(=O)N1CCNCCN1C(=O)c2ccccc2C1=O	-3
Cc1ccccc1CN(Cc1cccnc1)C(=O)c1ccn(C)c(=O)c1	11
CC1(C(=O)NS(=O)(=O)c2ccc(C#N)cc2)CCN1C(=O)C1(c2ccccc2)CCCC1 (centres undefined)	-4
CN(CC(=O)O)C1=NS(=O)(=O)c2ccccc21	-3
CC1CN(c2ccc(CNC(=O)C3(C#N)CCCC3)cc2F)CC(C)O1 (centres undefined)	-4
CCN1CCC(CN(CC)Cc2nccn2C)C1 (centres undefined)	1
O=C(CN1CCNCC1)NC1CCCCC1	0
COc1cc(NC(=O)CCC2CCCN(C(=O)c3cc(C)nc(C)n3)C2)cc(OC)c1 (centres undefined)	-1
Cc1cc(C)n(CC2(CNC(=O)c3ccc(-n4cnnc4)cc3)CC2)n1	-9

(more compounds)
SMILES	mcGAS RapidFire
CCN(c1cc(C)cc(C)c1)S(=O)(=O)c1cc(C(=O)O)cs1	-11
COc1ccccc1C(=O)C1CCCN(C(=O)c2cccnc2SC)C1 (centres undefined)	-7
Cn1c(=O)n(Cc2ccccc2)c(=O)c2c1nc1n2CCCN1c1ccccc1	2
CCCc1nnc2sc(Cc3ccc4nc(C)[nH]c4c3)nn12	0
CC(C)c1cc(C(=O)NC2CC(=O)N(C3Cc4ccccc4C3)C2)cs1 (centres undefined)	-18
S=c1oc2ccccc2n1CN1CCOCC1	-12
CN(CCC(O)c1ccccc1)c1nncc(-c2cc3ccccc3o2)n1 (centres undefined)	-6
O=C(O)CC1C(=O)NC2(CCCC2)CN1C(=O)c1ccccn1 (centres undefined)	2
CC1CCCN(C(=O)COC(=O)CNS(=O)(=O)c2ccc3ccccc3c2)C1 (centres undefined)	2
Cc1ccc(C(=O)Nc2ccc(SCCN3CCOCC3)nn2)cc1	-1
COc1ccc(N2C(=O)CC(NNC(=O)c3cc(C(F)(F)F)[nH]n3)C2=O)cc1 (centres undefined)	-6
CCCc1c(C)[nH]n(-c2nc3ccccc3[nH]2)c1=O	13
O=C(Nc1nc2c(s1)CCCCCC2)C1CC1c1cccnc1 (centres undefined)	-12
CCOc1ccc(Nc2nc(N)c([N+](=O)[O-])c(N3CCCC3)n2)cc1	-4
COc1ccc(/C=C/C2=NC(=C\c3cc(OC)ccc3OC)/C(=O)O2)cc1	-4
Cn1c(=O)[nH]c(=O)c2c1n1c(-c3ccc(Cl)cc3)nnc1n2C	-9
COC(=O)C1=C(C)NC(C)=C(C(=O)OCCN)C1c1ccccc1C(F)(F)F (centres undefined)	-7
Cc1ccc(-c2cc(O)c3c(c2)CN(Cc2nnc(C)s2)CCO3)s1	-17
Nc1ncnc2ccccc12	-9
Cc1nonc1C1CCCN1C(=O)CN1CCOc2ccccc2C1 (centres undefined)	-12
COc1ccc(NC(=O)CCCNC(=O)c2cccs2)cn1	2
CNC(=O)CCCS(=O)(=O)Cc1nc(-c2cccc(Br)c2)no1	13
COc1cc([N+](=O)[O-])ccc1N1C(=O)C2C3C=CC(C3)C2C1=O (centres undefined)	1
CN(C)c1ccc(CNC(=O)N2CCN(c3nccs3)CC2)cc1	-5
CCNC(=O)NC(=O)C(C)N1CCC(Nc2cccc(C)n2)CC1 (centres undefined)	-8
N#Cc1ccc(NCC(=O)N2CC3CC4CC(C3)CC2C4)cc1	-9
CCOc1ccc(Br)cc1S(=O)(=O)NC(C)C	-1
CC(=O)NC(C(=O)N1CCCc2ccccc21)C(C)C (centres undefined)	-18
NC(=O)c1c(NC(=O)c2ccc(Br)o2)sc2c1CCCC2	-2
Cc1ccsc1CN(C)C(=O)NCc1ccccc1S(=O)(=O)N1CCOCC1	-3
O=C1NC(=O)N(CC(F)(F)F)C1=O	9
Cc1cc(CNC(=O)CCc2nc3ccccc3c(=O)n2C)ccc1F	-6
CC1Cc2cc(-c3cc(CC#N)no3)ccc2O1 (centres undefined)	-14
OC(COC(C(F)(F)F)C(F)(F)F)CN1CCN(Cc2ccc3c(c2)OCO3)CC1 (centres undefined)	-10
CCCCC(=O)Nc1ccc(C)cc1NC(=O)c1cc(C(C)C)on1	9
Cc1cc(C(=O)NC2CCCCCCC2)c(C)n1Cc1ccccn1	-18
Cc1occc1C(=O)N1CCCC(O)(CO)CC1 (centres undefined)	-19
Cc1nn(-c2ccc(N3CCNCC3)nn2)c(=O)c2ccccc12	-9
CC1CCc2c(sc3ncnc(Nc4ccc5c(c4)OCCCO5)c23)C1 (centres undefined)	0
Cc1cc(-c2ccc(NN=C3C=Cc4c(S(=O)(=O)O)cc(S(=O)(=O)O)c(N)c4C3=O)c(C)c2)ccc1NN=C1C=Cc2c(S(=O)(=O)O)cc(S(=O)(=O)O)c(N)c2C1=O	95*
CC(C)c1nc2cc(C(=O)N3CCSCC3)ccc2o1	1
COc1ccc(OCC(O)Cn2cnc3cc(C)c(C)cc32)cc1 (centres undefined)	-12
Nc1nc(=S)[nH]c2c1C1(CCCCC1)Cc1ccccc1-2	-31
Cc1cc(Br)ccc1NC(=O)CN(C)C(=O)CCN1C(=O)COc2ccccc21	5
COc1ccc(CC(=O)Nc2cccc(C#N)c2)c(OC)c1	-7
C[C@@H]1CCC[C@H](C)N1C(=O)CCNC(=O)C(C)(C)C	-10
CC1CCN(c2ccc(NC(C)C(=O)Nc3cccc(F)c3)cc2)CC1 (centres undefined)	-7
CCOC(=O)C1CCN(c2nc3c(C)cccc3cc2CNCCCN2CC3C=CC2C3)CC1 (centres undefined)	3
COc1ccc(NC(=O)C2CC(=O)N(C)C(=Nc3ccc(Cl)c(C(F)(F)F)c3)S2)cc1 (centres undefined)	-3
CCOC(=O)C1CCCN(C(=O)c2ccc3oc(Cc4ccccc4)nc3c2)C1 (centres undefined)	-9
CCOC(=O)N1CCN(C2CCCN(Cc3ccc(F)c(OC)c3)C2)CC1 (centres undefined)	2
CC1CCc2c(sc3ncnc(N4CCCN(CC(N)=O)CC4)c23)C1 (centres undefined)	-2
Cn1nc(Br)c2c(N3CCCC3C(N)=O)ncnc21 (centres undefined)	-6
CCOc1ccc(S(=O)(=O)NCc2ccc3c(c2)OCO3)c2ccccc12	-5
CCOC(=O)N1CCC(NCc2cc(-c3ccccc3Cl)on2)CC1	-12
O=C(NC1CC1)c1cc(=S)[nH]c2ccccc12	-4

Copied from the list:
mcGAS RapidFire with COc1ccc(NC(=O)C2CC(=O)N(C)C(=Nc3ccc(Cl)c(C(F)(F)F)c3)S2)cc1 (centres undefined) → -3
mcGAS RapidFire with Cn1nc(Br)c2c(N3CCCC3C(N)=O)ncnc21 (centres undefined) → -6
